# Bioassay records as filed in PubChem.
# MrgX1 antagonist: blocks BAM8-22 activation of human MrgX1 receptor. B-score at 10 µM. 310,000 compounds, 1.3% hits. MRGX1-HEK293 calcium flux, Fluo-4, BAM8-22 antagonism; hits give low values. Q96LB2;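 active = calcium-response B-score plate-corrected more than 3 library SD below zero, starting fluorescence within 5 deviations, no agonist response on first addition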;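 note: peak minus trough fluorescence over baseline after final BAM8-22 challenge near maximal dose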
# TRPC6 activator: mouse TRPC6 channel activation; Q61143; HEK293-TRPC6 membrane potential dye fluorescence; hits give high values; B-score at 10 µM; 310,000 compounds, 0.13% hits;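 active = B-score of the integrated fluorescence ratio above library mean plus 3 SD, and starting fluorescence ratio within library mean plus 5 SD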;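 note: higher score means more depolarization so channel activation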
# Target sequence (Q61143 whole entry, looked up): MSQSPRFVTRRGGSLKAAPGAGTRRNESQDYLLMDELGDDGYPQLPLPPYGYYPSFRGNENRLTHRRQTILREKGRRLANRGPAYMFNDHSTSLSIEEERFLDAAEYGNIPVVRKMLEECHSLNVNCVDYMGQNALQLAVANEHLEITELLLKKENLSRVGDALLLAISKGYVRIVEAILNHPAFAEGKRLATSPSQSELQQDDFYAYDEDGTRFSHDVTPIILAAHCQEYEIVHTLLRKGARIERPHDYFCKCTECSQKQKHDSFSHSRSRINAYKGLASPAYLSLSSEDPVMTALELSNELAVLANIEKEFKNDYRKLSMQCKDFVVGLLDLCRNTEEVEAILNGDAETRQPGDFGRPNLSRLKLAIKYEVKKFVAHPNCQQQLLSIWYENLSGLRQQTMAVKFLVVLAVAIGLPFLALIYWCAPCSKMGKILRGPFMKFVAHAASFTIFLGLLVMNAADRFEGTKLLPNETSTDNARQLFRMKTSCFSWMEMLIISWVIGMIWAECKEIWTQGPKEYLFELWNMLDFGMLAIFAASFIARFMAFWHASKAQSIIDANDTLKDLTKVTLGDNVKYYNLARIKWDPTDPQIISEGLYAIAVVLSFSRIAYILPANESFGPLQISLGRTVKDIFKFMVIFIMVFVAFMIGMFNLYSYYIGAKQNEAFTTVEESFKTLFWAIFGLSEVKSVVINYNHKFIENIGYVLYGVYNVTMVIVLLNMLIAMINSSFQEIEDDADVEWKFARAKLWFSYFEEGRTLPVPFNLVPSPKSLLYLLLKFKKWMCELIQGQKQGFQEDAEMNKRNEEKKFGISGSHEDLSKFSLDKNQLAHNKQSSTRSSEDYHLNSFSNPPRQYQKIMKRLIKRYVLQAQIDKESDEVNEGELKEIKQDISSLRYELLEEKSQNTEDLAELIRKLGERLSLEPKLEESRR
# TRPC6 inh: blocks the mouse TRPC6 cation channel. HEK293-TRPC6, membrane potential dye, ACh-evoked depolarization; hits give low values. 310,000 compounds, 1.1% hits. B-score at 10 µM;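 active = B-score under library mean minus 3 SD, initial fluorescence not abnormally high, positive integrated signal ratio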;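 note: B-score derived from integrated fluorescence ratio over the kinetic read; more negative B-score means stronger inhibition of depolarization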
# MrgX1 agonist: agonists of human MrgX1 receptor | Q96LB2 | 310,000 compounds, 0.44% hits | AID 588627 | B-score at 10 µM | MrgX1-HEK293 cells, Fluo-4 calcium fluorescence, agonist mode; hits give high values;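 active = calcium response B-score plate-corrected fluorescence ratio at least 3 library SD, with starting fluorescence B-score inside 5 SD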
#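 Material: MrgX1-expressing HEK293 cells / Dosing: compound as first of three additions / Incubation: overnight seeding, then 1 h dark dye loading / Signal: Fluo-4 NW calcium fluorescence / Evaluation: B-scored fluorescence response ratio / Benchmarks: positive and negative control wells on each plate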
# HIF activator: HIF pathway transcriptional activation. U2OS HRE-luciferase reporter, luminescence; normalized: DMSO 0%, desferrioxamine 100%. 300,000 compounds, 0.32% hits. activation, % at 7.5 µM (by protocol);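 active = mean activation of at least 10% of the iron chelator positive control signal, with at least half of replicates also reaching 10%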
# TRPC4 inh: blocks the mouse TRPC4 cation channel; Q9QUQ5; HEK293 TRPC4beta/mu-opioid, DAMGO-evoked Fluo4 calcium flux; hits give low values; B-score at 10 µM; 300,000 compounds, 0.39% hits; AID 2247;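 active = B-score over 3 SD under the library average, no early fluorescence shift, positive overall ratio signal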
#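 Assay system: HEK293 cells with stable TRPC4beta plus mu-opioid receptor expression; Probe or stimulus: DAMGO in two steps, submaximal then maximal; Dosing: single-point compound dosing; Measured by: Fluo4 calcium-dye fluorescence, kinetic read; Read-out basis: B score from integrated Fluo4 fluorescence ratio.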
# RGS4 act: potentiators or activators of RGS4; HEK293 M3R/inducible RGS4, carbachol calcium flux Fluo4; hits give low values; B-score at 10 µM; 310,000 compounds, 0.92% hits;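 active = B-score of the integrated calcium signal more than 4 SD below the library mean, with starting fluorescence not abnormally high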;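 note: negative B-score means reduced calcium response which marks RGS4 activation or potentiation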
#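 Detection: kinetic calcium fluorescence imaging with Fluo4-AM dye, 2 µM / Material: HEK293 cells with stable M3R and inducible RGS4 / Schedule: recording 10 s baseline at 1 Hz, 100 s post-agonist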
# RGS4 block: inhibitors of human RGS4 | P49798 | HEK293 M3R/RGS4 inducible, Fluo-4 calcium flux; hits give high values; triggered by carbachol at its EC20 | B-score at 10 µM | 310,000 compounds, 0.45% hits | AID 463165;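 active = B-score, a plate-corrected calcium signal, over three deviations above library mean, with baseline fluorescence within five deviations of library mean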;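 note: RGS4 expression induced by doxycycline in cells with stable M3 receptor; B-score is computed from the integrated fluorescence ratio over baseline after carbachol; higher B-score means a larger calcium signal and so more RGS4 inhibition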
# SKKanGAS inh: SKKanGAS growth inhibition. S. pyogenes SKKanGAS, kanamycin growth, BacTiter-Glo, 6 h. AID 1662. 300,000 compounds, 1.3% hits. inhibition, % at 7.5 µM;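 active = mean replicate score, as percent of positive control median, at least 50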;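 note: strain carries kanamycin resistance gene driven by streptokinase promoter and grows in 40 µg/ml kanamycin; loss of luminescence reflects streptokinase promoter inhibition or plain growth inhibition; 0% = median of DMSO wells and 100% = positive control at its reference dose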
# MrgX1 PAM: human MrgX1 positive allosteric modulation, primary screen; B-score at 10 µM; MrgX1-HEK293, Fluo-4 calcium flux, FDSS; hits give high values; Q96LB2; AID 588675; 310,000 compounds, 0.63% hits;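 active = plate-corrected calcium response at least 3 library SD above typical, normal starting fluorescence, not activating the receptor alone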;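 note: compound read alongside a low EC10 to EC30 dose of BAM8-22 agonist; peak minus trough fluorescence over baseline measured at the second addition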
# Platelet DG rel: platelet dense granule release activity | human platelet-rich plasma, SFLLRN dense granule ATP release, luminescence | inhibition, %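 (compounds screened at 7.5 µM in platelet-rich plasma)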 | 300,000 compounds, 0.22% hits;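 active = mean replicate score, as percent of positive control, at or above 50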
# The depositor's hits bear a star; i = inactive; . = not tested or not shown.
SMILES,MrgX1 antagonist,TRPC6 activator,TRPC6 inh,MrgX1 agonist,HIF activator,TRPC4 inh,RGS4 act,RGS4 block,SKKanGAS inh,MrgX1 PAM,Platelet DG rel
COc1ccc(S(=O)(=O)NNC(=O)C23CC4CC(CC(C4)C2)C3)cc1,i,i,i,i,0.4,i,i,i,-1.0,i,-8.0
CCn1c(SCC(=O)NCC2CCCO2)nc2c(c1=O)SCC2 (stereo not drawn),i,i,i,i,0.1,i,i,i,-0.7,i,-7.5
c1ccc2oc(SCc3cn4ccsc4n3)nc2c1,i,i,i,i,1.5,i,i,i,5.3,i,8.9
O=C(NCc1ccc2c(c1)OCO2)C1CCN(S(=O)(=O)N2CCCCC2)CC1,i,i,i,i,-0.2,i,i,i,-3.2,i,-0.9
Cc1ccccc1C(=O)NCc1nnc(SCC(=O)N2CCN(c3ccccc3)CC2)n1C,i,i,i,i,-0.1,i,i,i,-4.9,i,-6.2
Cc1ccc(C(=O)NCCc2n[nH]c(=S)n2C)cc1,i,i,i,i,0.3,i,i,i,-6.6,i,13.8
CCOc1ccccc1C(=O)NCCCn1ccnc1,i,i,i,i,0.6,i,i,i,6.9,i,6.1
O=C(CN(CC1CCCO1)C(=O)CNS(=O)(=O)c1ccc(F)cc1)NC1CCCCC1 (stereo not drawn),i,i,i,i,0.1,i,i,i,10.1,i,-0.1
CC(C)C12CN3CC(C(C)C)(CN(C1)C3c1ccc3c(c1)OCO3)C2=O (stereo not drawn),i,i,i,i,0.0,i,i,i,5.7,i,-5.0
O=C1CC(C(=O)Nc2cccc3ccccc23)C2(CCCC2)O1 (stereo not drawn),i,i,i,i,0.4,i,i,i,-7.4,i,-5.1
Cc1cc(C)c2c(c1)C(=O)/C(=C/c1ccc(C(=O)O)cc1)CC2,i,i,i,i,0.7,i,i,i,4.5,16.4*,8.0
CCN(CC(=O)Nc1cc(Cl)ccc1C)C(=O)Cn1c(=O)cnc2ccccc21,i,i,i,i,-0.6,i,i,i,1.1,i,.
O=C(CNC(=S)N(CCCN1CCOCC1)Cc1cccs1)NCc1ccc(Cl)cc1,i,i,i,i,0.0,i,i,i,-4.3,i,9.3
Cc1ccc(C(c2nnnn2CS(=O)(=O)c2ccc(C)cc2)N2CCN(c3ncccn3)CC2)cc1 (stereo not drawn),i,i,i,i,0.2,i,i,i,3.1,i,-1.9
Nc1nc2nccc(-c3cccnc3)n2n1,i,i,i,i,-0.5,i,i,i,-2.6,i,5.3
Cc1ccc(C)n1-c1sc2c(c1C#N)CCC(C)C2 (stereo not drawn),i,i,i,i,-16.6,i,i,i,62.2*,i,-1.6
CCC(C(=O)Nc1ccc(C(=O)Nc2ccccc2C(=O)O)cc1)c1ccccc1 (stereo not drawn),i,i,i,i,0.3,i,i,i,12.8,i,-4.8
CCOC(=O)C1CCCN(C(=O)C2CCN(S(=O)(=O)c3c(C)noc3/C=C/c3ccccc3F)CC2)C1 (stereo not drawn),i,i,i,i,0.0,i,i,i,13.3,i,21.3
O=C(CCSc1nc(-c2ccc3c(c2)OCO3)cc(C(F)(F)F)n1)NCc1ccco1,i,i,i,i,0.1,i,i,i,-2.3,i,-8.6
COc1ccc(CN(C)CC(O)COC(c2ccc(OC)cc2)c2ccc(OC)cc2)cc1 (stereo not drawn),i,i,i,i,-0.2,i,i,i,2.8,i,18.4
O=C(NCCN1CCCC1)C(c1ccccc1)c1ccccc1,i,i,i,i,-0.9,i,i,i,3.1,i,-0.6
CSc1ccc(S(=O)(=O)Nc2ccc(NC(C)=O)cc2)cc1,i,i,i,i,0.1,i,i,i,0.6,i,-3.9
CCOC(=O)C1=C(CN2CCN(c3ccc(F)cc3)CC2)NC(=O)NC1c1cccs1 (stereo not drawn),i,i,i,i,-10.0,i,i,i,4.3,i,1.8
CC1=CS(=O)(=O)CC1SC(=S)N(C)C1CCS(=O)(=O)C1 (stereo not drawn),i,i,i,i,-0.5,i,i,i,-2.3,i,-20.8
CO/N=C/NC(=O)c1c(OC)ccnc1Oc1ccc(F)cc1,i,i,i,i,-0.1,i,i,i,-10.9,i,-12.7
CCCc1oc(C(=O)O)cc1CN,i,i,i,i,-0.2,i,i,i,3.8,i,-2.3
Cc1nn(CCC(=O)O)c2nc(-c3cccnc3)cc(C(F)(F)F)c12,i,i,i,i,-0.1,i,i,i,0.5,i,-1.3
NC(=O)C1CCN(C(c2ccccc2Cl)c2nnnn2CC2CCCO2)CC1 (stereo not drawn),i,i,i,i,0.4,i,i,i,6.2,i,6.1
O=C(CCC1CCCN(C(=O)c2ccoc2)C1)NCc1ccc(F)c(F)c1 (stereo not drawn),i,i,i,i,0.0,i,i,i,-3.3,i,0.4
COc1ccc(Cn2c(S(=O)(=O)CC(N)=O)nc3ccccc32)cc1[N+](=O)[O-],i,i,i,i,-0.3,i,i,i,-10.5,i,2.6
COc1cc(C(=O)O[C@H]2C/C(C)=C/CC[C@]3(C)O[C@@H]3C(O)C2C(C)C)cc(OC)c1OC (stereo partly drawn),i,i,i,i,1.3,i,i,i,7.9,i,-0.1
Cc1cccc(CCNC(=O)CCS(=O)(=O)c2ccc3nc(C)sc3c2)c1,i,i,i,i,0.0,i,i,i,-5.6,i,-0.5
O=c1[nH]c(=O)n(Cc2ccccc2)c2nc(-c3ccc(Oc4ccc(F)cc4)c([N+](=O)[O-])c3)n(CCO)c12,i,i,i,i,-0.6,i,i,i,20.0,i,6.6
COc1cccc(CNS(=O)(=O)c2ccc3c(c2)C(C)(C)C(=O)N3C)c1,i,i,i,i,0.2,i,i,i,4.4,i,0.8
O=C(Nc1ccc(Cl)cc1)C1C2CCCCC21 (stereo not drawn),i,i,i,i,-18.7,i,i,i,0.9,i,-3.6
COCCN(C(=O)CSc1nc2nc(C)cc(C)n2n1)c1c(N)n(Cc2ccccc2)c(=O)[nH]c1=O,i,i,i,i,-0.3,i,i,i,9.6,i,-1.5
CCOC(=O)N1CCN(C(=O)c2cccn3c(=O)c4cc(Br)ccc4nc23)CC1,i,i,i,i,-0.3,i,i,i,-2.0,i,10.3
Cc1cc(C)cc(Nc2nc3ccccc3c(=O)[nH]2)c1,i,i,i,i,0.0,i,i,i,-4.8,i,-0.4
CCC(=O)NC(=S)Nc1cc(C(=O)O)ccc1OC,i,i,i,i,-0.1,i,i,i,2.7,i,-11.3
COc1ccc(C2CC(c3ccc(Br)cc3)=NN2C(=O)CCC(=O)O)cc1OC (stereo not drawn),i,i,i,i,0.1,i,i,i,-5.4,i,-1.8
CC(=O)N1CCN(C(=O)CCc2c[nH]c3ccccc23)CC1,i,i,i,i,-0.3,i,i,i,3.2,i,1.7
COC(=O)C1CCN(C(=O)COC(=O)c2cccc(NS(=O)(=O)c3ccccc3)c2)CC1,i,i,i,i,0.1,i,i,i,-1.2,i,1.4
O=C(Nc1cc(Cl)cc(Cl)c1)C1CCC(=O)N1Cc1ccccc1Cl (stereo not drawn),i,i,i,i,-1.8,i,i,i,8.0,i,-0.5
CCN(CC)S(=O)(=O)c1ccc(NC(=O)C(C)N(c2ccc(OC)cc2)S(C)(=O)=O)cc1 (stereo not drawn),i,i,i,i,-0.6,i,i,i,2.3,i,1.3
COCCCn1c(SCC(=O)N(C)C)nnc1-c1ccccc1,i,i,i,i,-0.3,i,i,i,-1.1,i,11.7
COc1ccc(-c2cn(-c3ccccc3)c(=S)[nH]2)cc1OC,i,i,i,i,1.9,i,i,i,4.1,i,4.5
CCCN1CCC(=O)N([C@H](CSc2ccc(Br)cc2)Cc2ccccc2)CC1,i,i,i,i,-0.2,i,i,i,2.7,i,1.1
CCN1C(=O)/C(=C2/C=CC=CN2C)SC1=S,i,i,i,i,0.0,i,i,i,-2.2,i,3.5
COc1ccc(OCC(=O)Nc2ccc(S(=O)(=O)N3CCN(C)CC3)cc2)cc1,i,i,i,i,0.6,i,i,i,-11.7,i,-0.5
O=[N+]([O-])c1ccc(S(=O)(=O)Nc2ccncc2)cc1,i,i,i,i,-0.9,i,i,i,6.8,i,4.8

# Later entries.
SMILES,MrgX1 antagonist,TRPC6 activator,TRPC6 inh,MrgX1 agonist,HIF activator,TRPC4 inh,RGS4 act,RGS4 block,SKKanGAS inh,MrgX1 PAM,Platelet DG rel
CCCCN(C)CCC(=O)Nc1ccc(Cl)cc1,i,i,i,i,0.0,i,i,i,5.4,i,24.1
CCOC(=O)c1sc(=S)n(CC)c1NC(=O)CC,i,i,i,i,-0.4,i,i,i,6.1,i,7.6
Cc1cccc(C)c1NS(=O)(=O)c1ccc(-c2ccc(=O)[nH]n2)o1,i,i,i,i,-0.2,i,i,i,8.7,i,-1.9
Cn1c(=O)[nH]c(=O)c2c1nc(NCCN)n2CCOc1ccccc1,i,i,i,i,-17.8,i,i,i,-0.9,i,16.8
O=C(CCCn1c(SCC(=O)NCCc2ccccc2)nc2ccccc2c1=O)NCC1CCCO1 (stereo not drawn),i,i,i,i,-0.2,i,i,i,-3.1,i,-2.5
O=C1C2C3C=CC(C4CC34)C2C(=O)N1c1cccc2ccccc12 (stereo not drawn),i,i,i,i,-46.7,i,i,i,14.7,i,-7.8
O=C(CNC(=O)c1cccs1)NCC(=O)OCc1ccccc1Br,i,i,i,i,-0.6,i,i,i,0.2,i,1.6
COc1ccc(CNc2ncc(-c3ccc(Br)cc3)n2C)cc1OC,.,i,i,.,-3.8,i,i,i,3.6,.,-8.4
COc1ccccc1NC(=O)COC(=O)Cc1ccc(S(=O)(=O)N2CCCCC2)s1,i,i,i,i,0.0,i,i,i,-7.7,i,-0.1
O=S(=O)(Nc1nc2ccccc2nc1Cl)c1ccc2ccccc2c1,i,i,i,i,-0.4,i,i,i,51.4*,i,9.6
COc1ccc(C(=S)Nc2ccccc2)cc1,i,i,i,i,1.4,i,i,i,4.5,i,18.9
COc1ccccc1N1CCN(C(=O)c2noc(C)c2[N+](=O)[O-])CC1,i,i,i,i,0.2,i,i,i,5.0,i,-2.2
COc1ccc2[nH]c3c(N4CC(C)OC(C)C4)ncnc3c2c1 (stereo not drawn),i,i,i,i,0.3,i,i,i,9.6,i,0.8
